CHO parental Ca: counter-screen: ATP calcium response change in parental CHO cells; hit rate 0.63% among 330,000; parental CHO-K1, ATP-induced calcium, Fluo-8 fluorescence; inhibition, % at 5.6 µM;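 active = inhibition above that plate's mean sample inhibition plus 3 SD, cut at about 26% in these data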;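 note: 0% = ATP-challenged DMSO wells and 100% = DMSO wells without ATP; some compounds past the cut are filed as inactive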
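Material – parental CHO cells · Reagent – ATP stimulus · Compound – single nominal dose of 5.6 µM per compound · Detection – Fluo-8 fluorescence · Read-out basis – percent inhibition of calcium signal · Controls – ATP-challenged DMSO wells low, unchallenged DMSO wells high · Repeats – no replicates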
CHRM1 PAM: human CHRM1 positive allosteric modulation | hit rate 0.088% among 360,000 | activation, % at 3 µM | CHO-K1 hM1, Fluo-8 calcium fluorescence, ACh EC20; 0% = ACh EC20, 100% = maximal ACh | AID 588819; in the data active = activation above about 19%, passing the limit was not always enough
Target sequence (P11229 whole entry, looked up): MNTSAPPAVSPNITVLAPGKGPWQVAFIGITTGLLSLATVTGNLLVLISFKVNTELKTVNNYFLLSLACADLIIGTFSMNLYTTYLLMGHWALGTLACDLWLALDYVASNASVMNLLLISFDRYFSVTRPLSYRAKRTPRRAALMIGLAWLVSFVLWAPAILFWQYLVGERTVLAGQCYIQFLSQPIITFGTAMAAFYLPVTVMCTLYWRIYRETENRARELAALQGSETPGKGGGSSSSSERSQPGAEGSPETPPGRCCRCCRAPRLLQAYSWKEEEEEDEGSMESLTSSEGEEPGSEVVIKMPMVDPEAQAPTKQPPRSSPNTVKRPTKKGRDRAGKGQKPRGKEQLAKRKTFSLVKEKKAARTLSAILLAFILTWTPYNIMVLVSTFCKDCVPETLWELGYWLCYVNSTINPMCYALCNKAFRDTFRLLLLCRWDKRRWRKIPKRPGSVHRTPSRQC
CHO-K1 Ca antag: M1 antagonist counterscreen hit in parental CHO-K1 cells | inhibition, % at 3 µM | ATP-induced calcium, Fluo-8 fluorescence | hit rate 0.6% among 360,000;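 active = inhibition above a per-plate cutoff, the plate's mean sample inhibition plus 3 SD, cut at about 24% in these data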;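 note: 0% = DMSO plus EC80 ATP and 100% = DMSO alone without ATP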
M1 ag: activates human CHRM1 receptor; hit rate 0.33% among 360,000; P11229; activation, % at 3 µM; CHO-K1 hM1, Fluo-8 calcium fluorescence, agonist mode; 0% DMSO, 100% acetylcholine EC100;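 active = activation above the run's mean compound activation plus 3 SD, cut at about 16% in these data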;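 note: peak over basal fluorescence ratio within a 140 s kinetic read after compound addition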
CHO-K1 Ca PAM: nonselective activator or artifact in parental CHO-K1 calcium assay; hit rate 0.02% among 360,000; AID 602247; ATP EC20, Fluo-8 calcium fluorescence; 0% at ATP EC20, 100% at ATP max; activation, % at 3 µM;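 active = activation above the run cutoff, the mean activation of all test compounds plus 3 SD, cut at about 40% in these data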;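 note: peak over basal fluorescence ratio in a 140 s read after ATP addition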
TAAR1 antag: antagonists of human TAAR1 | hit rate 1.5% among 360,000 | inhibition, % at 3 µM | CHO RD-HGA16 TAAR1, Fluo-8 calcium fluorescence, antagonist | AID 624466 | Q96RJ0;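 active = inhibition above a per-plate cutoff, the mean inhibition of test compounds on that plate plus 3 SD, cut at about 49% in these data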;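 note: 0% = DMSO plus EC80 beta-PEA response and 100% = DMSO alone without agonist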
Target sequence (Q96RJ0 whole entry, looked up): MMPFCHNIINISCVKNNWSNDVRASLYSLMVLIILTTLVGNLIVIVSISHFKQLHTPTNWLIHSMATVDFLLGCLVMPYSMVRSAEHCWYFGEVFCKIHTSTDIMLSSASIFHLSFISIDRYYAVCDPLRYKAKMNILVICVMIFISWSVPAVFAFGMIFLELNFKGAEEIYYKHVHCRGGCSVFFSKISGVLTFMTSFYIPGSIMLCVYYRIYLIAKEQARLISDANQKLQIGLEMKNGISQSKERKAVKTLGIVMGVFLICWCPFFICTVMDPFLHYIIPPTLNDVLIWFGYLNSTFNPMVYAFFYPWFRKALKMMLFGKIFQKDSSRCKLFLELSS
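System: CHO RD-HGA16 cells bearing hTAAR1. Reagent: EC80 β-phenethylamine stimulus. Schedule: seeding 17-24 h prior, 75-min 37 °C, 30-min RT dye loading. Signal: Fluo-8 intracellular calcium dye fluorescence, real-time kinetic reads. Read-out: % inhibition from peak post-agonist over basal fluorescence ratio. Benchmarks: vehicle wells and EC80 agonist wells. Replicates: n of 1.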
TAAR1 ag: human TAAR1 agonism; activation, % at 3 µM; hit rate 0.99% among 360,000; CHO RD-HGA16 TAAR1, Fluo-8 calcium fluorescence; vehicle wells 0%, saturating PEA agonist 100%; AID 624467; Q96RJ0;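 active = activation above the mean activation of all test compounds in the run plus 3 SD, cut at about 38% in these data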
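System: CHO RD-HGA16 cells carrying human TAAR1 plus Gα16; Incubation: 17-24 h seeding, 75 min 37 °C dye, 30 min RT; Measured by: Fluo-8 fluorescence, 5 s baseline then 140 s kinetic read; Control set: DMSO and PEA EC100; Replication: single well for each compound.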
M1 ag parental: counter-screen for M1 agonists: effect in parental CHO-K1 cells; Fluo-8 calcium fluorescence; scaled to maximal ATP response, vehicle zero; activation, % at 3 µM; hit rate 0.48% among 360,000; AID 602248; in the data active = activation above about 15%;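 note: untransfected CHO-K1 host cells lacking M1 receptor as counterscreen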
M1 antag: human CHRM1 antagonism; AID 588852; hit rate 1.3% among 360,000; CHO-K1 hM1, Fluo-8 calcium fluorescence, ACh EC80 antagonist; inhibition, % at 3 µM;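 active = percent inhibition above its own plate's cutoff, namely the mean of that plate's compound wells plus 3 SD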;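 note: peak over basal fluorescence ratio during 140 s after agonist addition; 0% = ACh EC80 plus DMSO and 100% = DMSO alone without agonist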
* = called active by the depositor; · = no result given.

Every second line gives: CHO parental Ca, CHRM1 PAM, CHO-K1 Ca antag, M1 ag, CHO-K1 Ca PAM, TAAR1 antag, TAAR1 ag, M1 ag parental, M1 antag
#1 Cc1onc(-c2ccccc2Cl)c1C(=O)NC1CCS(=O)(=O)C1 (stereo not given)
 : -6, 5, 0, -2, 16, -18, 0, 0.7, -9
#2 COCCn1c(=O)[nH]c2cc(C(=O)N3CCN(c4cc(C)ccc4C)CC3)ccc2c1=O
 : -18, 6, -19, -7, 16, 1, 0, 4.1, -8
#3 COCCCNC(=O)CCn1c(=O)c2ccccc2n(CC(=O)Nc2c(C)cccc2C)c1=O
 : -1, 0, 4, 0, -4, -4, 3, 0.2, -12
#4 Cc1cc(C)n(-c2ccc(OCC(=O)O)nn2)n1
 : -4, 15, -6, -5, 16, 4, 4, 0.7, -10
#5 O=S(=O)(c1ccc(F)cc1)n1ccc(-c2cccc(OCc3ccc(Cl)cc3Cl)c2)n1
 : -22, 10, -2, -3, 18, 10, 1, 0.9, -3
#6 Cc1ccccc1NC(=S)NC(C)CCc1ccccc1 (stereo not given)
 : -19, 10, -7, -4, 3, -27, -1, 0.1, -12
#7 Cc1ccccc1NC(=O)CNc1ccccc1N1CCCCC1
 : -37, -3, 4, -4, 9, 15, 7, 0.1, 12
#8 Cc1cccc(N(C(=O)c2snc(C(N)=O)c2N)C(C(=O)NCC2CCCO2)c2ccc(N(C)C)cc2)c1 (stereo not given)
 : -6, -1, -7, 0, -3, 1, 1, 0.9, -1
#9 CSCCC(NC(=O)COc1ccccc1)C(=O)N(C)Cc1ccc(Cl)cc1Cl (stereo not given)
 : -41, -4, 2, -3, 0, 46, 12, 1.9, 8
#10 CCC(=O)Nc1c(-c2ccccc2)c(=O)c2ccccc2n1C
 : -10, 6, -14, -2, 17, -22, 1, 2.7, -12
#11 CC(C)(C)n1nnnc1C(c1ccccn1)N(Cc1ccccc1)Cc1ccc(Cl)cc1 (stereo not given)
 : -2, -10, -2, -5, 10, -10, 6, 0.3, 4
#12 CCOC(=O)c1ccccc1NC(=O)Cn1cnc2c(nnn2-c2ccc(C)cc2)c1=O
 : -7, 3, -2, -3, 8, 6, -1, 0.6, -5
#13 CCOC(=O)C1=CCN(S(=O)(=O)c2ccc(Br)cc2)C1c1ccccc1 (stereo not given)
 : ·, 0, 20, 1, -5, 38, 4, 1.2, 9
#14 Cc1ccc2c(c1)N(CC(=O)N1CCCc3ccccc31)C(=O)C(C)O2 (stereo not given)
 : -28, 1, -17, -3, 12, 1, 7, 0.3, -8
#15 O=C1CCC2(CCCC2)c2ccccc21
 : ·, 10, -3, -6, 10, -3, 5, 0.2, -16
#16 CCCC[C@@H]1CNC(=S)N1CCc1cccc(F)c1
 : -8, 12, -18, -4, 23, 3, 4, 0.0, -6
#17 CCC1(c2ccccc2)NC(=O)N(CC(=O)Nc2cc(S(=O)(=O)N3CCOCC3)ccc2OC(C)C)C1=O (stereo not given)
 : -23, 4, 5, -2, -2, -22, 2, 0.8, -7
#18 COc1ccc(CC(=O)c2ccc(OC3OC(CO)C(O)C(O)C3O)cc2O)cc1 (stereo not given)
 : -2, 11, -17, -4, 21, 2, 0, 0.4, -21
#19 CCOc1ccc(CN2CCSCC2)cc1
 : ·, 4, 13, 0, -22, 8, 0, -0.5, -4
#20 CCCC(=O)C1=C(N(C)c2ccccc2)CC(C)(C)C(C(=O)OC)C1=O (stereo not given)
 : -16, 6, -8, -2, 22, 0, 8, 0.6, -17
#21 Cn1c(CCNC(=O)c2cccs2)nnc1SCC(=O)N1CCN(c2ccccc2)CC1
 : -14, 6, -16, -5, 7, 12, 0, 0.3, -9
#22 Cc1ccc2c(c1)c1c3n2CCN(C(=O)Cn2c(-c4ccccc4)noc2=O)C3CCC1 (stereo not given)
 : -15, -2, -5, -5, 6, 2, 5, 1.1, -5
#23 CC(=O)Nc1ccc(S(=O)(=O)N(C)c2ccc(OCC(=O)Nc3ccccc3C(C)=O)cc2)cc1
 : ·, -15, 15, -3, -19, 55*, 13, 5.3, 36*
#24 O=C(CN1CCC(NC(=O)Nc2ccccc2-c2ccccc2)CC1)NCc1ccco1
 : 8, -25, -14, -6, 16, 9, 3, 0.9, 25
#25 CCC(Cc1ccccc1)NC(=O)CSc1ccsc1[N+](=O)[O-] (stereo not given)
 : -27, 6, -3, -3, 13, 11, 6, 1.5, -6
#26 CCOC(=O)/C=c1\s/c(=C\c2ccc(C#N)cc2)c(=O)n1CC(=O)NCc1ccco1
 : -3, 5, 2, -5, 9, 6, 4, 0.3, -3
#27 O=C1CC(N2CCN(c3nc4ccccc4s3)CC2)C(=O)N1c1cccc(F)c1 (stereo not given)
 : -16, -4, -16, -2, 0, 20, 7, 7.9, -6
#28 CCOc1ccc(N2C(=O)C(Cl)=C(Nc3ccccc3O)C2=O)cc1
 : -26, -4, 12, 2, -9, 57*, 15, 8.8, -9
#29 CC(Sc1nc(N2CCCCC2)c2c(c1C#N)CCCC2)C(=O)O (stereo not given)
 : -12, 4, -3, 0, -1, -15, 5, -0.2, -6
#30 Cc1cc(C)c(S(=O)(=O)NCC(CCC(=O)O)C(F)(F)F)c(C)c1 (stereo not given)
 : 12, -9, 7, -8, 4, -10, 0, 2.8, 19

Whole records, looked up by structure. Values in the order: CHO parental Ca	CHRM1 PAM	CHO-K1 Ca antag	M1 ag	CHO-K1 Ca PAM	TAAR1 antag	TAAR1 ag	M1 ag parental	M1 antag
Listed for CCOc1ccc(N2C(=O)C(Cl)=C(Nc3ccccc3O)C2=O)cc1 → -26	-4	12	2	-9	57*	15	8.8	-9
Listed for CCC(Cc1ccccc1)NC(=O)CSc1ccsc1[N+](=O)[O-] (stereo not given) → -27	6	-3	-3	13	11	6	1.5	-6

The listing picks up with the 2 entries that preceded the break.
Every second line gives: CHO parental Ca, CHRM1 PAM, CHO-K1 Ca antag, M1 ag, CHO-K1 Ca PAM, TAAR1 antag, TAAR1 ag, M1 ag parental, M1 antag
#29 CC(Sc1nc(N2CCCCC2)c2c(c1C#N)CCCC2)C(=O)O (stereo not given)
 : -12, 4, -3, 0, -1, -15, 5, -0.2, -6
#30 Cc1cc(C)c(S(=O)(=O)NCC(CCC(=O)O)C(F)(F)F)c(C)c1 (stereo not given)
 : 12, -9, 7, -8, 4, -10, 0, 2.8, 19
#31 CCC(Sc1nncn1C)C(=O)Nc1nnc(-c2ccccc2Cl)s1 (stereo not given)
 : -7, 4, -6, -8, 14, -7, 2, 0.4, -12
#32 Cc1ccc2[nH]c3c(c2c1)CN(C)CC3
 : -6, -10, -14, -4, 15, 5, 2, 0.6, 18
#33 CCOC(=O)C1CCN(C(=O)CN2C(=O)C(CC)Oc3ccccc32)CC1 (stereo not given)
 : -9, -1, -11, -2, 15, -16, 7, 1.4, -3
#34 O=C(Nc1cccc2c1CCCC2)C1CCN(C(=O)NC2CCCCC2)CC1
 : -8, 5, 3, -2, -5, 3, 7, -0.1, -8
#35 O=C(Cc1cc(=O)oc2cc(O)ccc12)NC(Cc1ccc(Cl)cc1)C(=O)O (stereo not given)
 : 9, 3, -20, -2, 15, -19, 3, 2.0, -9
#36 Nn1c(SCC(=O)Nc2cc(S(=O)(=O)N3CCOCC3)ccc2Cl)nnc1-c1cccnc1
 : 11, 1, -12, -9, -3, -23, 3, 0.2, 3
#37 O=C(c1ccccn1)N1CCN(S(=O)(=O)c2ccccc2)CC1
 : -1, 1, -16, -6, 17, -25, 3, 2.7, -4
#38 CCOC(=O)c1sc2nc(C)n(N)c(=O)c2c1C
 : -16, 4, 7, -3, 2, 16, 2, 0.1, 1
#39 O=C(CN1C(=O)NC2(CCCCCC2)C1=O)c1ccc(Cl)cc1
 : -21, 1, -16, -3, 5, 22, 6, 1.8, -5
#40 CC(NC(=O)c1ccccc1NS(C)(=O)=O)c1ccccc1 (stereo not given)
 : 4, -1, -11, -2, 23, 0, 8, 0.7, -21
#41 CCc1ccc(C(=O)COC(=O)c2cc([N+](=O)[O-])ccc2NCCO)cc1
 : -2, -6, 4, -9, -2, 2, -1, 0.7, 6
#42 CC1CCN(C(=O)C2CCN(S(=O)(=O)N3CCC4(CC3)OCCO4)CC2)CC1
 : -16, 4, -27, -2, 29, -20, 6, 1.0, 12
#43 CCC1(c2ccc(Cl)cc2)NC(=S)N(c2ccc(C)c(C)c2)N1 (stereo not given)
 : 7, 9, -10, -2, 20, -60, 2, 2.0, -13
#44 Cc1cc(C)n2c(Nc3ccc4c(c3)OCCO4)c(C3CC3)nc2n1
 : ·, ·, 12, ·, -5, -31, 1, -0.6, ·
#45 O=C(Oc1ccccc1N1C(=O)C2CCCCC2C1=O)c1ccccc1F (stereo not given)
 : -11, 10, -7, -2, 15, -13, 4, -0.1, -7
#46 O=C(CN1C(=O)NC2(CCCC2)C1=O)OCc1ccc(Cl)c(Cl)c1
 : -22, -2, -3, -2, 1, 1, 1, 2.8, 4
#47 CC(C)(C)CC(=O)Nc1ccc(-c2nnc3n2CCCCC3)cc1
 : -18, 3, -7, -11, 5, 10, -1, 0.3, -8
#48 Cc1ccc(NC(=O)CSc2nnc(CNC(=O)c3cccs3)o2)c(C)c1
 : -4, 4, 5, -3, 18, 8, 1, -0.3, 0
#49 CC(C)C(NC(=O)c1ccccc1F)C(=O)NCc1ccc(S(=O)(=O)N2CCOCC2)cc1 (stereo not given)
 : ·, 13, 1, -5, 15, 7, 5, 0.6, -16
#50 Cc1ccc(CNC(=O)c2ccc(C)s2)cc1
 : -6, 4, -13, -5, 21, 14, -1, 0.5, -8
#51 CCOc1ncccc1C(=O)OCC(=O)NCCc1ccc(S(N)(=O)=O)cc1
 : -7, -1, -11, -3, 15, 0, 0, 0.5, 3
#52 CCC(c1nnnn1-c1ccc2c(c1)OCCO2)N1CCN(CC)CC1 (stereo not given)
 : ·, ·, -21, ·, 4, -4, 1, 0.0, ·

3 compounds from above, reduced to TAAR1 antag and CHRM1 PAM:
| entry | SMILES | TAAR1 antag | CHRM1 PAM |
| --- | --- | --- | --- |
| 34 | O=C(Nc1cccc2c1CCCC2)C1CCN(C(=O)NC2CCCCC2)CC1 | 3 | 5 |
| 35 | O=C(Cc1cc(=O)oc2cc(O)ccc12)NC(Cc1ccc(Cl)cc1)C(=O)O (stereo not given) | -19 | 3 |
| 36 | Nn1c(SCC(=O)Nc2cc(S(=O)(=O)N3CCOCC3)ccc2Cl)nnc1-c1cccnc1 | -23 | 1 |

Entries above marked active in M1 antag.
item	Structure	CHRM1 PAM	M1 antag
23	CC(=O)Nc1ccc(S(=O)(=O)N(C)c2ccc(OCC(=O)Nc3ccccc3C(C)=O)cc2)cc1	-15	36*
